WT yeast gro inh = growth inhibition of WT yeast, mitochondrial fusion screen; mitochondrial fusion phenotypic screen, WT strain; inhibition, % at 10 µM; 190,000 compounds, 2.1% hits; in the data active = inhibition above about 58%; tested in S. cerevisiae
XIAP displacement = small molecules displacing peptide from XIAP – biochemical, IAP family, fluorescence polarization (AID 1018). displacement, % at 20 µM; hits with a dose series show IC50 in µM. XIAP BIR domain, fluorescence polarization peptide displacement; higher % means a stronger effect. 200,000 compounds, 0.007% hits; in the data active = displacement above about 50%; also: a part of the inactive calls stands beside numbers as strong as those of hits
RSV antiviral HEp-2 = RSV antiviral activity via CPE protection, HEp-2 cells, primary 10 µM value included (AID 2391) | HEp-2 cells, RSV-induced CPE inhibition; higher % means a stronger effect | one-dose CPE inhibition, % at 10 µM; IC50 in µM for titrated hits | 310,000 compounds, 0.13% hits; in the data active = a potency from the dose series; inconclusive = CPE inhibition mostly from about 23% at the one dose, without a potency; inactive = the rest, 99 in 100 with CPE inhibition below about 21%; also: strong numbers were not always called active
PhoP inhibition = PhoP-dependent GFP reporter repression – Salmonella Typhimurium, primary screen (AID 1863). S. Typhimurium PhoP-regulated promoter GFP reporter, 4 h; higher % means a stronger effect. one-dose inhibition, % at 50 µM; IC50 in µM for titrated hits. 300,000 compounds, 0.16% hits;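 active = inhibition over 29.93%, a cutoff 3 SD above the screen mean, later confirmed by dose response; inconclusive = inhibition over 29.93% but no dose response follow-up; inactive = inhibition at most 29.93% or unconfirmed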;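 also: 0% = low Mg2+ inducing control and 100% = high Mg2+ repressing control; strong numbers were not always called active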
TNAP activation fold = stimulation of alkaline phosphatase TNAP activity – biochemical, luminescent, no phosphate acceptor, uHTS, primary screen (AID 1001); purified TNAP, luminescent activation assay, no phosphate acceptor; higher activation fold means a stronger effect; activation fold at 20 µM, or EC50 in µM where a hit was titrated; 200,000 compounds, 0.03% hits; in the data active = activation fold from about 3, or a potency from the dose series; inactive = the rest, 99 in 100 with activation fold below about 1.6; also: many of its hits are not listed in these tables
Myeloid diff MLP = myeloid differentiation induction; ER-HoxA9 myeloid progenitors, lysozyme-GFP differentiation, flow cytometry; calls only at 10 µM; 360,000 compounds, 1% hits;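 active = normalized GFP-positive differentiation at or above the plate's own cutoff, the solvent-only control mean plus 3 SD; inconclusive = no clear call, values can overlap the other calls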;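 also: cells exposed to compound for four days before flow analysis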
PMI inhibitors = MPI enzyme activity inhibition – biochemical, fluorescence intensity, coupled assay, primary screen (AID 1209). inhibition, % at 20 µM, or IC50 in µM where a hit was titrated. purified PMI enzyme, coupled fluorescence intensity; higher % means a stronger effect. 190,000 compounds, 0.42% hits;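 also: plate controls were DMSO vehicle for no effect and wells lacking substrate for full effect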
Siah-1 displacement = blockers of Siah-1 interaction with plectin peptide – biochemical, fluorescence polarization, rhodamine-plectin, uHTS, primary screen (AID 1817). Siah-1 / rhodamine-plectin peptide fluorescence polarization; higher % means a stronger effect. displacement, % at 20 µM; hits with a dose series show IC50 in µM. 290,000 compounds, 0.02% hits;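 active = displacement of at least 50% at 20 µM, with a fluorescence ratio check between 0.3 and a set limit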;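 also: plate controls were Siah plus tracer with DMSO for no effect and tracer alone without Siah for full effect; strong numbers were not always called active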
human PMI inhibitors = MPI inhibition at elevated mannose 6-phosphate – biochemical, fluorescence intensity, high mannose 6-phosphate, primary screen (AID 1220); inhibition, % at 20 µM; hits with a dose series show IC50 in µM; 190,000 compounds, 0.66% hits; recombinant PMI enzyme, coupled fluorescence intensity; higher % means a stronger effect
WT yeast gro inh mutant strain = recorded beside WT yeast gro inh, whose call it bears; inhibition, %; mitochondrial fusion phenotypic screen, mutant strain inhibition
Myeloid diff MLP GFP+ MAC1+ % = also measured in Myeloid diff MLP; calls as there; GFP+ MAC1+ double positive, %; measured here: differentiation confirmed by MAC1 staining
The depositor's hits bear a star; i = inactive; ? = inconclusive; nt = no result given. Rule as the data show it, unless noted: active = inhibition above about 50%; inactive = the rest. Compounds as they come; overall some 3.1% were active at least once.

Screens in order – WT yeast gro inh	WT yeast gro inh mutant strain	XIAP displacement	RSV antiviral HEp-2	PhoP inhibition	TNAP activation fold	Myeloid diff MLP	Myeloid diff MLP GFP+ MAC1+ %	PMI inhibitors	Siah-1 displacement	human PMI inhibitors
[1] COc1ccccc1N1CCN(C(=O)CCCN2C(=O)c3cccc4cccc(c34)C2=O)CC1
  14.3	-3.5	-5.4%	?	-4.4%	0.9	i	0.6	-3.1%	0.8%	-2.0%
[2] NC(=Nc1ccc(Cl)cc1)c1ccccc1
  -5.4	6.2	-3.5%	-1.5%	1.1%	1.1	i	0.4	7.8%	2.7%	5.9%
[3] O=S(=O)(C(=CNc1ccccc1)S(=O)(=O)c1ccccc1)c1ccccc1
  20.1	1.9	-11.5%	0.5%	-6.0%	1.1	i	1.0	6.9%	2.5%	1.2%
[4] COCCSc1ccccc1C(=O)NCC1CCCO1 (stereo not given)
  -5.0	-14.7	-4.9%	0.5%	38.2%	1.1	i	1.0	7.6%	-1.7%	1.4%
[5] CC(C)N(Cc1nc(-c2ccccc2)no1)C(=O)c1ccc(Br)o1
  6.3	5.1	0.6%	13.4%	6.6%	1	i	0.8	22.8%	-1.2%	16.0%
[6] COc1ccc(-c2cc(C(F)(F)F)n3nc(C(=O)NCCN4CCOCC4)cc3n2)cc1
  -16.8	2.6	-1.8%	-1.7%	nt	1	i	0.1	16.3%	-2.4%	15.4%
[7] O=C(C1=C[C@@H](c2ccc(Br)cc2)C[C@@H](OCc2ccc(CO)cc2)O1)N1CCOCC1
  10.3	2.0	-1.5%	7.4%	-6.2%	1	i	0.8	-1.0%	-0.3%	-1.8%
[8] CC1(C)Cc2c(C#N)c(N3CCN(C(=O)c4ccccc4)CC3)nc(-c3ccco3)c2CS1
  14.1	-17.0	-2.4%	9.2%	-14.2%	1.1	i	1.0	3.9%	6.2%	12.9%
[9] NNc1ncnc2c1cnn2-c1ccccc1
  -1.5	-9.6	-4.2%	2.2%	1.3%	1	i	0.4	8.6%	-3.4%	2.3%
[10] COc1cc(C)c(Cl)cc1S(=O)(=O)N(C)C
  -0.1	6.0	-8.9%	1.1%	-3.1%	1.1	i	1.0	8.7%	-1.6%	7.0%
[11] CC1(C)CC(=O)C(C(=O)C2CCN(S(=O)(=O)c3ccccc3)CC2)C(=O)C1
  -8.4	-2.1	-1.8%	0.9%	-1.8%	1	i	0.2	4.3%	9.4%	4.6%
[12] CC(C)CN(CC(C)C)C(=O)Nc1ccc(F)cc1F
  nt	nt	nt	0.0%	-15.2%	nt	i	0.4	nt	16.9%	nt
[13] COc1ccc2c(c1)c1ncn(Cc3ccccn3)c(=O)c1n2C
  nt	nt	nt	7.9%	-11.4%	nt	i	0.7	nt	11.3%	nt
[14] N#C/C(=C(/O)COc1ccc(Br)cc1)c1nnc2n1CCCCC2
  -0.5	10.0	-9.2%	-0.1%	-2.3%	0.9	i	0.3	-1.7%	13.4%	0.4%
[15] Cc1cc(C)nc(NS(=O)(=O)c2ccc(NC(=O)Cc3ccc(F)cc3)cc2)n1
  nt	nt	nt	-0.2%	7.6%	nt	i	1.3	nt	-0.7%	nt
[16] Cc1cccc(-c2nnnn2-c2cccc(C)c2)c1
  -11.1	-18.3	-10.5%	-1.0%	2.1%	1	i	0.0	-11.8%	-4.6%	4.1%
[17] CCCOc1ccc(C(=O)NC(=S)Nc2nc3ccccc3s2)cc1
  16.7	-2.8	-3.7%	2.3%	-3.0%	0.9	i	3.8	-4.4%	-0.6%	-0.8%
[18] FC(F)(F)c1ccc(Nc2nnnc3ccccc23)cc1
  16.6	13.2	-6.0%	3.3%	-4.0%	1.1	i	0.1	-10.8%	44.5%	-8.6%
[19] COc1cc(C(=O)Nc2ccc(C)cc2)c2ccccc2n1
  nt	nt	nt	0.7%	-9.4%	nt	?	nt	nt	0.4%	nt
[20] CC(C)CCNC(=O)C(C)N(Cc1ccc(F)cc1)C(=O)c1ccc(CN2CCCCC2)o1 (stereo not given)
  22.2	19.3	-1.8%	-0.9%	0.9%	1.1	i	1.5	14.3%	5.6%	10.3%
[21] Cc1ccccc1NC(=O)CCN1CCN(C/C=C/c2ccccc2)CC1
  22.0	11.3	-4.1%	1.0%	-3.7%	0.9	i	0.8	0.4%	1.4%	2.6%
[22] CCOC(=O)C1(C)NC(c2ccc(N(C)C)cc2)C2C(=O)N(c3ccc(OC)cc3)C(=O)C21 (stereo not given)
  -43.3	-6.1	0.5%	2.1%	-5.3%	1.1	i	1.5	-1.1%	0.0%	-1.2%
[23] COC(=O)c1cc(Br)c(=O)n(CCc2ccc(O)cc2)c1
  1.4	-1.6	-4.8%	0.6%	7.0%	1.1	i	0.9	5.9%	1.6%	4.8%
[24] CCOC(=O)c1ccc(Oc2nc(OC)cc(OC)n2)cc1
  0.9	-6.5	-3.5%	2.9%	8.4%	1.1	i	0.2	-4.2%	21.8%	-1.0%
[25] CCOC(=O)C1(CCOC)CCN(Cc2cc3ccccc3s2)CC1
  nt	nt	nt	9.1%	4.5%	nt	i	0.2	nt	-1.4%	nt
[26] C/C(CC(C)C)=N\NS(=O)(=O)c1ccc(C)c([N+](=O)[O-])c1
  nt	nt	nt	3.7%	2.6%	nt	i	0.4	nt	-7.7%	nt
[27] COc1ccccc1N1CCN(C(=O)CN2C(=O)c3ccccc3S2(=O)=O)CC1
  nt	nt	nt	0.0%	2.6%	nt	i	0.2	nt	14.3%	nt
[28] N#C/C(=C\c1ccc(Cl)cc1)c1nc2ccccc2o1
  17.7	3.9	-13.7%	2.9%	-9.4%	1.1	i	0.4	-3.3%	2.5%	-0.1%
[29] Cc1ccc(-c2csc3nc[nH]c(=O)c23)cc1C
  nt	nt	nt	13.2%	4.5%	nt	i	0.4	nt	5.3%	nt
[30] COc1cccc(CN2CC(C(=O)N(C)Cc3nc4ccc(F)cc4[nH]3)CCC2=O)c1 (stereo not given)
  nt	nt	nt	1.5%	-10.9%	nt	i	2.7	nt	-6.1%	nt
[31] CN(C)CCNC(=O)Cn1nc(-c2ccc(Cl)cc2)ccc1=O
  18.3	12.9	-8.5%	1.0%	-10.4%	1	i	0.4	4.3%	-1.9%	6.2%
[32] COCCCNc1nc2nonc2nc1N1CCN(Cc2cccc(C)c2)CC1
  3.6	8.6	-1.5%	-1.2%	-6.7%	1	i	0.2	3.7%	4.0%	-1.8%
[33] O=C(NCCCN1CCCC1=O)Nc1ccc(Br)cc1Cl
  nt	nt	nt	2.5%	2.1%	nt	i	1.4	nt	0.8%	nt
[34] CCc1cc(C(=O)Cc2ccccn2)c(O)cc1O
  nt	nt	nt	5.8%	-1.2%	nt	i	0.3	nt	-0.1%	nt
[35] O=c1cc(CO)occ1OCc1cccc(C(F)(F)F)c1
  -16.6	-27.6	-0.8%	0.7%	6.8%	1.1	i	0.9	-15.3%	0.9%	-13.7%
[36] Cc1ccc(NS(=O)(=O)c2ccc(C)c(NC(=O)COc3ccccc3)c2)c(C)c1
  58.3*	52.6*	-4.4%	13.0%	-3.8%	1.2	i	0.5	19.4%	7.7%	1.6%
[37] Cc1cc(OCC(=O)NC(C)C)cc(C)c1Br
  -3.1	-10.8	-3.8%	6.1%	-11.5%	1	i	0.8	-35.6%	-1.5%	-40.6%
[38] Cc1ccc(/C=N/NC(=O)c2ccc(NC(=O)c3ccc(Cl)cc3)cc2)o1
  nt	nt	nt	1.7%	-1.6%	nt	i	1.3	nt	9.3%	nt
[39] Cc1onc(-c2c(F)cccc2Cl)c1C(=O)OCC(=O)c1c(N)n(C)c(=O)n(C)c1=O
  -10.0	8.2	-0.8%	-0.3%	-1.5%	1.1	i	0.3	0.1%	6.1%	-2.7%
[40] CCCn1nnnc1SCC(=O)c1ccc(NC(C)=O)cc1
  -4.3	0.5	0.4%	0.6%	-2.5%	1	i	0.5	-5.2%	0.4%	-1.0%
[41] COc1ccc(NC(=O)[C@@H](NC(=O)c2ccccc2)C(C)C)cc1S(=O)(=O)N1CCCCC1
  9.5	3.4	-4.7%	1.7%	8.9%	1.2	i	0.8	-0.5%	4.2%	1.8%
[42] CC(NCCC(Cc1ccccc1)c1ccco1)c1ccccc1 (stereo not given)
  nt	nt	nt	-1.6%	-9.7%	nt	i	2.4	nt	2.7%	nt
[43] Cc1ccc(OCC(=O)NNC(=S)NC(=O)C(C)(C)C)c(Br)c1
  83.8*	82.2*	-6.1%	-3.0%	-1.2%	2.2	i	0.2	-12.6%	-0.3%	-15.9%
[44] CCOC(=O)N1CCN(Cc2oc(CO)cc(=O)c2O)CC1
  0.6	0.7	-3.7%	0.2%	1.9%	1	i	1.2	1.5%	0.8%	9.7%
[45] COc1ccc(C2=NOC(CNC(=S)N3CCOCC3)C2)cc1 (stereo not given)
  nt	nt	nt	1.4%	-3.4%	nt	i	0.7	nt	1.4%	nt
[46] CCC(=O)N(Cc1cc(=O)[nH]c2ccccc12)c1ccc(C)cc1
  nt	nt	nt	3.5%	13.3%	nt	i	0.4	nt	0.9%	nt
[47] CC(=O)N1CCN(C(=O)c2ccc(OC3CCN(CCc4ccccc4)CC3)cc2)CC1
  nt	nt	nt	0.0%	3.2%	nt	i	0.0	nt	13.8%	nt
[48] O=C1CCCC2=C1C(c1ccco1)Nc1ccc(C(=O)c3ccccc3)cc1N2 (stereo not given)
  -4.9	-5.6	-1.0%	0.7%	2.6%	1.1	i	0.7	-19.5%	12.2%	-27.1%
[49] COc1ccc(OCCn2cc(/C=N/NC(=O)c3ccncc3)c3ccccc32)cc1
  5.7	-9.2	-13.7%	1.8%	31.4%	1	i	0.3	1.0%	-14.0%	11.7%
[50] CCOC(=O)CSC1=C(C#N)C(c2ccccc2OCC)C(C#N)C(=O)N1 (stereo not given)
  -0.7	-19.2	-5.1%	8.2%	1.6%	1.1	i	9.7	-36.7%	-0.7%	-39.3%

(further entries)
Screens in order – WT yeast gro inh	WT yeast gro inh mutant strain	XIAP displacement	RSV antiviral HEp-2	PhoP inhibition	TNAP activation fold	Myeloid diff MLP	Myeloid diff MLP GFP+ MAC1+ %	PMI inhibitors	Siah-1 displacement	human PMI inhibitors
[51] CN(C)c1ccc(/C=C/C(=O)c2cc(Cl)ccc2O)cc1
  nt	nt	nt	22.0%	-0.4%	nt	i	0.5	nt	3.0%	nt
[52] COc1ccc(/C=N/NC(=O)c2ccoc2C)cc1COc1c(C)cccc1C
  87.7*	81.2*	1.9%	5.2%	1.9%	1.1	?	nt	15.7%	11.2%	18.7%
[53] O=C(CCN1C(=O)/C(=C\c2cccs2)SC1=S)Nc1ccccn1
  14.6	0.3	-0.3%	2.6%	9.7%	1	i	0.2	-0.4%	4.2%	13.5%
[54] COc1cccc(/C=N/NC(=O)c2nnn(-c3nonc3N)c2C(C)C)c1
  nt	nt	nt	8.8%	10.6%	nt	?	nt	nt	0.2%	nt
[55] CCn1c(N2CCN(C(=S)NCC(C)C)CC2)nc2ccccc21
  11.6	-5.6	-1.5%	3.0%	6.2%	1.1	i	8.2	7.6%	8.3%	4.9%
[56] CCOc1cccc(NC(=O)C2CC(=O)N(C)C(=Nc3ccccc3)S2)c1 (stereo not given)
  2.8	30.5	-1.3%	?	1.1%	1.1	i	3.1	6.5%	3.7%	9.4%
